# 15-hLO-2 inh – blocks human 15-lipoxygenase 2 activity; O15296; purified 15hLO-2, xylenol orange hydroperoxide absorbance; Potency, µM (titrated, usually from 57.1 µM), for inactives: at the highest dose activity change, negative = inhibition, usual class: inhibitors; 0.56% of 110,000 active; AID 881; further: potency means the concentration at half of the fitted maximal effect; nearly all actives have a fitted effect of over 60% in size; many of its hits are not listed in these tables
# Target sequence (O15296 whole entry, looked up): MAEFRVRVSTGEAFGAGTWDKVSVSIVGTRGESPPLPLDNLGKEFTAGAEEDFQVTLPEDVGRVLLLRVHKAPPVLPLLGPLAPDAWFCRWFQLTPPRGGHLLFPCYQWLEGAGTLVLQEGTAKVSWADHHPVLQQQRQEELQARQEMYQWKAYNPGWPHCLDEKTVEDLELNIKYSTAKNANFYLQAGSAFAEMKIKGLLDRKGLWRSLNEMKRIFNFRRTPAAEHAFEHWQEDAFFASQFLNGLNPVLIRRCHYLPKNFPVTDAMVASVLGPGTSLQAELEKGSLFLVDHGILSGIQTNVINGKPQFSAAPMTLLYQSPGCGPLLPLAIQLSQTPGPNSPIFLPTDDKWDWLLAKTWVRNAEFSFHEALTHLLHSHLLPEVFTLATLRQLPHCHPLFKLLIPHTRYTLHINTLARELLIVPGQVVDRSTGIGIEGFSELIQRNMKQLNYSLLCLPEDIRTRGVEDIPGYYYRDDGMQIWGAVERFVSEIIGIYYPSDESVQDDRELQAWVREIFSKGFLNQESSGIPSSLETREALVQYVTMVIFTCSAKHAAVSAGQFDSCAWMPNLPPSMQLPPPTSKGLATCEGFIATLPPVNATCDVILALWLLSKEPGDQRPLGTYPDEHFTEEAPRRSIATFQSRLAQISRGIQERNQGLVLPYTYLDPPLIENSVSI
#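 Enzyme 50 nM, AA 45 uM, 25 mM Hepes pH 7.5 + 0.01% Triton X-100; cpd preinc 15 min RT, rxn 90 min RT; stop/detect with 200 uM XO + 300 uM Fe(II) in 50 mM H2SO4, 30 min; A573/A405.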
# IMPase cell inh – IMPase inhibition in cells; P97697; CHO-M1 cells, IP1 accumulation, HTRF TR-FRET ratio; inhibition (IP1 accumulation), % at 46.1 µM; 120,000 tested, under 10 active; active means well fitted curve in the direction sought with a large enough effect in the signal ratio, not every such curve was filed as active; inconclusive means small, poorly fitted or top-dose-only effect, or a change in a side signal; inactive means no such curve, though single readings can be large or run the other way; the % refers to the signal ratio;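 further: cells stimulated with carbachol in lithium chloride buffer; plate controls were DMSO basal wells for no effect and reference inhibitor wells for full effect; higher means more IMPase inhibition seen as more IP1 and lower FRET ratio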
# Target sequence (P97697 whole entry, looked up): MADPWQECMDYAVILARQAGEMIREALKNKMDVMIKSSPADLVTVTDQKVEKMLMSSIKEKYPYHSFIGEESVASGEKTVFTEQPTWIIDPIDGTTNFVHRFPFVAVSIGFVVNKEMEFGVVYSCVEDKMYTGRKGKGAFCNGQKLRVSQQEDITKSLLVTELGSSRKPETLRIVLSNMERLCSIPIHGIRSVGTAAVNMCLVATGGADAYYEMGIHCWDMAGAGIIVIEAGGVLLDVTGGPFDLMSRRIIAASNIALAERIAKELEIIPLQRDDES
#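 The IP-One HTRF competitive assay in carbachol-stimulated CHO-M1 cells quantifies cellular IP1. Compounds spanned up to 46 uM final, and activity is expressed as AC50 from concentration-response fits of the ratio and donor data.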
# PNC assembly inh – inhibitors of perinucleolar compartment assembly; 3.1% of 140,000 active; activity change (PNC), negative = inhibition, % at 10 µM; PC3M PTB-GFP, PNC prevalence imaging, 16 h; hits give low values;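 active means readout at or below -70, meaning at least 70% loss of cells showing the perinucleolar compartment, a nuclear body marking cancer cells; inconclusive means readout between -30 and a set limit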;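 further: plate controls were DMSO wells for no effect and camptothecin positive control wells for full effect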
#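 Compounds are pinned in duplicate onto adhered PC3M cells stably expressing GFP-tagged PTB and incubated 16 h at 37 C. Cells are then fixed, nuclei stained with Hoechst, and PNC-positive cells counted.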
# ALOX12 inhib – 12-hLO (ALOX12) enzyme inhibition; 0.12% of 150,000 active; purified 12-hLO, xylenol orange hydroperoxide absorbance; Potency, µM (highest dose often 57.1 µM), for the others: at the highest dose activity change, negative = inhibition, most hits filed as inhibitors; P18054; further: potency means the concentration at half of the fitted maximal effect; nearly all actives have a fitted effect of over 55% in size; many of its hits are not listed in these tables
#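 Lipoxygenase turnover measured by absorbance at 573 and 405 nm after Fe-XO development. Human 12hLO 150 nM, arachidonate 40 uM, pH 7.0 Hepes buffer with detergent; 15 min compound preincubation, 30 min reaction.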
# * marks the source's active call; other numbers are inactive results; ? = inconclusive; nt = no result given; [ ] = dose if it differs, or a comment. Unless noted, the call rests on the fitted dose curve; in most records, active means well fitted curve in the direction sought with a large enough effect; inconclusive means small, poorly fitted or top-dose-only effect, or another doubt; inactive means no such curve, though single readings can be large; an effect the other way counts as inactive or inconclusive. Unless noted, on the % scale 0 is the no-effect control and ±100 the full control effect.
SMILES,15-hLO-2 inh,IMPase cell inh,PNC assembly inh,ALOX12 inhib
O=C(NCCc1ccccc1)C(=O)NCC1(c2ccccc2)CCCC1,7%,0,?,0%
CC(C)CSc1nc2ccccc2n1CC(N)=O,0%,-1,?,-4%
Cc1ccc(Oc2ncc(CN3CC(C)OC(C)C3)s2)cc1 (stereo not given),nt,-9,47,2%
O=C(COc1ccccc1)NCC(=O)N/N=C/c1ccco1,nt,nt,-121*,-5%
CC(C)OC(=O)CN1C(=O)S/C(=C/c2ccc(N3CCCCC3)o2)C1=O,13µM*,3,-4,-8%
CCC(CC)C1C(C#N)=C(N)Oc2n[nH]c(C)c21 (stereo not given),1%,-2,18,2%
Nc1nc2c(ncn2C2CC(O)C(CO)O2)c(=O)[nH]1 (stereo not given),-1%,nt,nt,3%
N#Cc1ccc(CN2CC[C@@]3(CCCN(C(=O)c4ccncc4)C3)C2)cc1,11%,nt,nt,1%
COc1ccc(NS(=O)(=O)c2ccc3nc(COc4ccc(C#N)cc4)[nH]c3c2)cc1,nt,nt,?,-8%
O=C(CSc1nc2ccccc2o1)NCC(=O)c1ccccc1,3%,?,-4,-10%
CCOC(=O)C1CCN(C2CC(=O)N(c3ccc(OCC)cc3)C2=O)CC1 (stereo not given),nt,?,?,-5%
Brc1cccc(CN2CCCCCCC2)c1,-5%,-3,21,-7%
CCOc1ccc(NC(=O)Cn2nnc(-c3ccccc3F)n2)cc1,0%,-1,2,1%
COc1ccc(C2C(=O)N(C3CCCCC3)CC(=O)N2C2CCCCC2)cc1 (stereo not given),0%,2,16,-6%
NC(=O)CCS(=O)(=O)CCN1CCCCC1,0%,-3,?,-5%
CC(Oc1ccccc1F)C(=O)/C=C/N(C)C (stereo not given),-14%,7,-13,-5%
CO/N=C(\Cn1ncc(N2CCCC2)c(Br)c1=O)c1ccc(Cl)cc1,-19%,6,2,3%
COCCCNc1nc(=S)[nH]c2cc(OC)c(OC)cc12,-13%,-3,-7,-9%
C=CCC1(O)C(=O)Nc2ccccc21 (stereo not given),1%,-1,?,2%
CN(C)c1nc(N)nc(CSc2nnnn2C)n1,-2%,-13,?,4%

# 4 entries from above, with each value named.
> Cc1ccc(Oc2ncc(CN3CC(C)OC(C)C3)s2)cc1 (stereo not given)
  15-hLO-2 inh: nt | IMPase cell inh: -9 | PNC assembly inh: 47 | ALOX12 inhib: 2%
> N#Cc1ccc(CN2CC[C@@]3(CCCN(C(=O)c4ccncc4)C3)C2)cc1
  15-hLO-2 inh: 11% | IMPase cell inh: nt | PNC assembly inh: nt | ALOX12 inhib: 1%
> CCOC(=O)C1CCN(C2CC(=O)N(c3ccc(OCC)cc3)C2=O)CC1 (stereo not given)
  15-hLO-2 inh: nt | IMPase cell inh: ? | PNC assembly inh: ? | ALOX12 inhib: -5%
> CCC(CC)C1C(C#N)=C(N)Oc2n[nH]c(C)c21 (stereo not given)
  15-hLO-2 inh: 1% | IMPase cell inh: -2 | PNC assembly inh: 18 | ALOX12 inhib: 2%

# The results go on:
SMILES,15-hLO-2 inh,IMPase cell inh,PNC assembly inh,ALOX12 inhib
CC(=O)N1CCc2cc(S(=O)(=O)CCC(=O)N3CCN(c4ccccn4)CC3)ccc21,nt,?,5,2%
Cc1noc(C)c1-c1nc(N2CCOCC2)c2ccccc2n1,12%,nt,nt,-10%
COc1ccc(C)cc1NC(=O)CN(C)S(=O)(=O)c1cnc[nH]1,-7%,-8,11,2%
CCN1CCCC1CNC(=O)Cn1ncc2c(=O)oc3ccc(C)cc3c21 (stereo not given),0%,0,-6,-4%
COc1ccc(CNC(=O)c2ccc(Br)o2)cc1,-16%[0.0915 µM],nt,33,-6%[0.00818 µM]
O=C(Nc1cccc(O)c1)c1noc2c1CCc1ccccc1-2,4%,-10,21,-2%
CN(Cc1cn(-c2ccccc2)nc1-c1ccc(Cl)cc1)C(=O)CCC(=O)O,nt,nt,-3,1%
COc1cc2c(cc1OC)C1=C(C#N)CC/C(=N\S(=O)(=O)c3ccccc3)N1CC2,-9%,4,25,1%
C/C(=N\NC(=S)NC1CCCCC1)c1ccccc1,nt,nt,-100*,?
Cc1cccc(N2CCN(C(=O)CC(NC(=O)c3ccccc3)c3ccccc3)CC2C)c1 (stereo not given),nt,nt,17,-3%
Cc1cccc(OCCOC(=O)C2CCN(S(=O)(=O)c3cccs3)CC2)c1,7%,7,-3,0%
S=c1[nH]nc(-c2ccccn2)n1/N=C/c1ccccc1,nt,nt,?,-2%
O=C(Nc1ccc2c(c1)CCC2)c1cccc(F)c1,nt,nt,59,1%
CC(=O)CSc1nnc(-c2cnccn2)n1-c1ccccc1,-2%,10,19,-2%
COc1cccc(Nc2nc3ccccc3n3cnnc23)c1,2%,2,?,4%
COc1ccccc1C(=O)NCCn1ccc2ccccc21,4%,-2,?,-1%
O=C1c2ccccc2NC(c2ccccc2)N1c1ccc(O)cc1 (stereo not given),-3%,7,23,-5%
O=C(/C=C/c1ccc([N+](=O)[O-])cc1)NCCSc1ccccc1,1%,9,-9,-2%
CCC(C)[C@H](NC(=O)N1CCN(c2cccc(C(F)(F)F)c2)CC1)C(=O)OC (stereo not given in full),5%,3,20,-6%
COc1cc(OC)cc(C(=O)NCCOc2ccccc2)c1,-2%,-4,0,2%
CCCCn1c(N)c(N(CC)C(=O)CCc2ccccc2)c(=O)[nH]c1=O,nt,nt,-3,-3%
Cc1cc(Nc2ccc(O)cc2)ccc1N,?,nt,nt,-8%
CCn1ncc(/C=C/C(=O)Nc2c(C)nn(CC)c2C)c1C,-6%,3,-3,3%
CC(=O)c1cccc(NC(=O)CSc2nnc(-c3ccc(S(=O)(=O)N4CCCC4)cc3)o2)c1,-9%,-11,29,5%
O=C(/C=C/c1ccco1)Oc1cc(Br)cc(/C=N/NC(=O)c2ccccc2O)c1,nt,-1,0,-4%
CC1CN(c2ccccc2)C(=O)CS1 (stereo not given),-15%,1,41,-1%
O=C(CC1(O)C(=O)N(Cc2ccccc2Cl)c2ccccc21)c1ccco1 (stereo not given),-5%,3,?,-4%
COc1ccccc1OC(=O)c1ccc(SC)cc1OC,-1%,1,-6,0%
CCOc1ccc(C(=O)NCC(=O)OCC(=O)N2C(C)CCCC2C)cc1 (stereo not given),2%,-13,?,-2%
CCCCNC(=S)N(C)/N=C/c1ccc2c(c1)OCO2,nt,5,-11,0%
CC(C)(O)C1=NOC(c2ccccc2)C1 (stereo not given),-13%,-3,41,6%
COC(=O)C1=C(C)NC(=O)CC1c1ccccc1F (stereo not given),-5%,4,12,1%
COC(=O)c1cccc(NC2CC(=O)N(c3ccc(OC)c(OC)c3)C2=O)c1 (stereo not given),-5%,-13,-6,1%
COc1ccc2nc(C)cc(SCC(=O)NNC(=O)COc3ccc(C)cc3)c2c1,3%,-26,71,2%
Fc1cccc(Cl)c1/C=N\N=C1c2ccccc2-c2ccccc21,-1%[11.4 µM],nt,nt,-1%[11.4 µM]
Cc1ccccc1/C=N/NC(=O)CSc1nc2ccccc2o1,nt,nt,26,4%
Cc1cccc(NC(=S)NC(=O)c2cccs2)n1,-4%,-9,10,1%
CC(NC(=O)C1CCCO1)c1ccccc1 (stereo not given),2%,-6,-24,5%
O=C1CC(=C(c2ccccc2)c2ccccc2)C(=O)N1CCCCN1CCN(c2ccccc2)CC1,40%[activator],13,0,-11%
CCCN1CCN(CCCNC(=O)Cn2ncc3c4ccccc4n(C)c3c2=O)CC1,nt,-7,-21,3%
COc1ccc(OC)c(N=c2oc3c(OC)cccc3cc2C(=O)NCc2ccco2)c1,-12%,5,33,-8%
Cc1nc2cncnc2n(-c2ccccc2)c1=O,-2%,nt,nt,-1%
COc1cccc(Nc2ncc3ncc(=O)n(C4CC4)c3n2)c1,-7%,nt,nt,-7%
COc1ccc(OCC(O)COc2ccc(OC)cc2)cc1,-1%,1,6,-5%
CN(C(=O)CCN1C(=O)C(C)(C)Nc2ccccc21)c1ccccc1,-2%,-3,?,-4%
N#Cc1c(Nc2ccccc2)sc(C(=O)C2CC2)c1N,nt,5,?,2%
O=C(c1ccco1)N1CCC[C@@]2(CCN(Cc3ccccc3)C2)C1,0%,nt,nt,5%
O=C(C1CC1)N1CCc2cc(Br)cc(S(=O)(=O)N3CCOCC3)c21,1%,2,?,1%
Cc1ccc(S(=O)(=O)NCCCCCC(=O)Nc2nccs2)cc1,-2%,-2,32,-18%
COc1cccc(-c2nc3n(n2)C(c2ccc4c(c2)OCO4)C(C(N)=O)=C(C)N3)c1 (stereo not given),nt,3,-16,-1%
CN1CC(=O)N(CC(=O)NCCc2ccc(F)cc2)c2ccccc2C1=O,-3%,2,18,4%
Cc1c(C(=O)NCc2ccccc2)cnn1-c1ccccc1,-2%,-14,31,-1%
Oc1ccc(Br)cc1-c1nc2cnccn2c1NC1CCCCC1,15%,3,-25,-11%
CSCCC(NC(=O)OC(C)(C)C)C(=O)NC(CC(C)C)C(N)=O (stereo not given),6%,-5,10,3%
CCN(CC)c1ccc(N=Cc2ccccc2[N+](=O)[O-])cc1,nt,nt,-99*,-6%
CCCC12CN3CC(C)(CN(C1)C3c1ccc(OC)cc1)C2=O (stereo not given),-2%,13,3,-7%
Cn1c(N)c(C(=O)Nc2ccc3ccccc3c2)sc1=S,4%,-3,-10,-9%
Cc1cccc(C)c1N1CCN(C(=O)Nc2ccc3c(c2)OCCO3)CC1,1%,3,31,-10%
COc1cccc(C(=O)Nc2ccc(S(=O)(=O)Nc3onc(C)c3C)cc2)c1,-5%,7,19,1%
Cc1ccccc1-n1c(SCc2c(C)noc2C)nnc1-c1c[nH]c2ccccc12,10%,11,?,-8%
# The listing continues.
SMILES,15-hLO-2 inh,IMPase cell inh,PNC assembly inh,ALOX12 inhib
O=C(c1ccc(Cl)cc1)C1CCN(C(=O)C2CC2)CC1,3%,5,18,1%
Cc1ccc(/C=N/N2CCN(c3ccc(Cl)cc3)CC2)o1,-2%,-1,-16,-12%
CCOC(=O)c1sc(NC(=O)CSc2nnc(C(C)C)n2C)nc1C,nt,15,9,1%
O=C(NCCN1CCOCC1)c1cc(Sc2ccccc2Cl)nc2ccccc12,nt,nt,24,6%
CCc1c(C(=O)N/N=C/c2cn[nH]c2-c2ccc(F)cc2)csc1C,nt,nt,60,0%
CC(=O)c1cccc(NC(=O)CSCc2ccc(Br)cc2)c1,nt,1,-23,-8%
Cc1ccc(N(CC(=O)Nc2ccc3c(c2)OCCO3)S(=O)(=O)c2c(C)n[nH]c2C)cc1,0%,5,6,-18%
Cc1ccc(-c2csc(NC(=O)CCCc3cccs3)n2)cc1,nt,-16,-26,3%
Cc1nc2ncnn2c(C)c1Cc1ccc(Cl)cc1F,nt,nt,46,2%
Cc1cccc(NCCC(=O)c2ccc(Br)cc2)c1,-26%,2,-21,-5%
CC1(C)CC(=O)C2=C(C1)Nc1ccccc1NC2c1ccc2c(c1)OCO2 (stereo not given),4%,7,6,-3%
CC1=CC(C)(C)N2C(=O)C3(C(C#N)=C(N)OC4=C3C(=O)CC(C)(C)C4)c3cccc1c32 (stereo not given),1%,2,-7,-1%
CCN(CC)CCCNC(=O)c1cc(-c2cccc(Cl)c2)on1,7%,2,?,-12%
CCn1c(SCC(=O)Nc2sc3c(c2C(N)=O)CCC(C)C3)nnc1-c1ccco1 (stereo not given),-27%,-1,54,?
CCN1C(=O)N[C@@H](c2ccc(Br)cc2)C(C(=O)OC)=C1C,nt,nt,27,-1%
COc1nonc1NC(=O)CSc1nc2ccccc2[nH]1,2%,-6,26,0%
Nc1c(N)c2ccccc2oc1=O,-2%,6,-10,-4%
O=C(Nc1ccc(Cc2ccncc2)cc1)C1CC1,-3%,8,?,-1%

# Some of these compounds in order of number of heavy atoms, ascending:
SMILES,15-hLO-2 inh,IMPase cell inh,PNC assembly inh,ALOX12 inhib
Nc1c(N)c2ccccc2oc1=O,-2%,6,-10,-4%
O=C(c1ccc(Cl)cc1)C1CCN(C(=O)C2CC2)CC1,3%,5,18,1%
Cc1ccc(/C=N/N2CCN(c3ccc(Cl)cc3)CC2)o1,-2%,-1,-16,-12%

# Screening results (PubChem)

# A portion of the library, so the mix of outcomes need not match the whole.
